# TEAD-YAP inh: TEAD-YAP interaction inhibition; HEK-TIYL cells, TEAD-Gal4/YAP UAS-luciferase luminescence; inhibition, % at 9.12 µM; 1.4% of 640,000 active; in the data active means inhibition above about 32%;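 further: 0% = median of test compound wells and 100% = reference inhibitor wells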
# MITF primary: blocks human microphthalmia-associated transcription factor. AlphaScreen MITF homodimerization, bead proximity signal. 0.91% of 650,000 active. O75030. inhibition, % at 2.6 µM; in the data active means inhibition above about 50%;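 further: 0% = vehicle wells with protein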
# Target sequence (O75030 whole entry, looked up): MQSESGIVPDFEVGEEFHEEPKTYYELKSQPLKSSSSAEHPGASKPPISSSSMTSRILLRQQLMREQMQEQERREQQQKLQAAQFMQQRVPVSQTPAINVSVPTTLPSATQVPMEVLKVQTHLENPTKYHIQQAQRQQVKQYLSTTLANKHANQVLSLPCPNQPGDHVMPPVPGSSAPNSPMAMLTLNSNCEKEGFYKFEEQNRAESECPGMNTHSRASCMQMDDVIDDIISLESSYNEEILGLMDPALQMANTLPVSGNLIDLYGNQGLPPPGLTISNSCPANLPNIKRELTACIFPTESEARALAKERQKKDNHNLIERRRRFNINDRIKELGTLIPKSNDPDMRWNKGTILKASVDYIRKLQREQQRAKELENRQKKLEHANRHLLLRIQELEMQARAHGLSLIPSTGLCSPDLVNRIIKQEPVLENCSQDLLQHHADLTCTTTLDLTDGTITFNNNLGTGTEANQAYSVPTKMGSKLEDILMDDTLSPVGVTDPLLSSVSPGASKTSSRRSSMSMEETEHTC
# FBW7 act: human FBW7 E3 ligase activation, primary screen; normalized activity (activation), % at 26.1 µM; AlphaScreen FBW7–phospho-cyclin E peptide binding, activator screen; AID 1259310; 0.13% of 650,000 active; Q969H0; in the data active means normalized activity above about 1.9%;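 further: purified mutant Fbw7 with reduced substrate affinity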
# GPR151 activ: activates the human receptor GPR151. PathHunter beta-arrestin GPR151 cells, luminescence. activation, % at 11.2 µM. 1% of 650,000 active; in the data active means activation above about 4.9%;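 further: 0% = median of compound wells and 100% = cells with positive control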
# Target sequence (Q8TDV0 whole entry, looked up): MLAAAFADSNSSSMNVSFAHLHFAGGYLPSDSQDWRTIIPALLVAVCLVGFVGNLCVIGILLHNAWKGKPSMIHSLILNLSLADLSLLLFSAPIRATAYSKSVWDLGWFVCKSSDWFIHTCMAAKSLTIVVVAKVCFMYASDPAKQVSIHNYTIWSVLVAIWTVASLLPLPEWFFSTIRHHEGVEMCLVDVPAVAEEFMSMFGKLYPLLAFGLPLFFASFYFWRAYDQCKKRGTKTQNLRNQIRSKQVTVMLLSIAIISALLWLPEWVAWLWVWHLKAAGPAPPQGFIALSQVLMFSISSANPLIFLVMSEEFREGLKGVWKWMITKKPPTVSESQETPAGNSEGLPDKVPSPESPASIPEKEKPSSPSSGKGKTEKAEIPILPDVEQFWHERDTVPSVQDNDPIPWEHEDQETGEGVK
# Numbers without * were called inactive; · = not tested or not shown.
# Values run as follows: TEAD-YAP inh	MITF primary	FBW7 act	GPR151 activ
C=CCNC(=O)C1CC(=O)N(c2ccc(OCC)cc2)C1 (stereo not drawn)
→ 1	3	0.1	0.3
O=C(C1=C(Nc2ccccc2)c2ccccc2S(=O)(=O)N1)c1ccccc1
→ -7	7	0.0	-2.1
CCCCC1=NN2C(=N)/C(=C/c3ccc(OCCOc4c(C)cccc4C)c(OCC)c3)C(=O)N=C2S1
→ 22	11	0.1	-0.2
CCOc1ccc(NC(=O)C2CC(=O)N(C)C(=Nc3ccc(F)cc3)S2)cc1 (stereo not drawn)
→ -8	-15	0.1	1.4
CC(C)CNC(=O)CN(c1ccc(Br)cc1)S(C)(=O)=O
→ -3	-6	0.4	-0.9
O=C(CC1(c2ccccc2)CC(=O)N(Cc2cccnc2)C1=O)N1CCSCC1 (stereo not drawn)
→ -5	-5	-0.2	0.3
CN1CCN(c2ccc([N+](=O)[O-])cc2S(=O)(=O)N2CCCC2)CC1
→ 2	-1	0.0	0.6
CC1SC(c2c(Cl)cccc2Cl)N(CCCN(C)C)C1=O (stereo not drawn)
→ 3	17	0.1	0.1
Cn1cc(SCC(=O)N2CCCC2)c2ccccc21
→ 0	4	0.1	0.7
CCOC(=O)c1sc2nc(SCc3cc(=O)n4cc(Cl)ccc4n3)n(Cc3ccc(C)cc3)c(=O)c2c1C
→ 1	0	0.0	-0.2
CCOC(=O)c1c(NC(=O)c2ccc(S(=O)(=O)N(CC)CC)cc2)sc2c1CCCCC2
→ -1	0	0.0	-2.3
Cc1ccc(-c2ccc(OCCNC(=O)Cc3ccc(Br)cc3)nn2)cc1
→ 2	1	0.0	-0.9
O=C(OC(C(=O)NC1CCCC1)c1ccc(F)cc1)c1ccno1 (stereo not drawn)
→ -15	-7	-0.1	-1.0
Cc1ccc(NC(=O)C2C3C=CC4(O3)C2C(=O)N(C2CCC(C)CC2)C4C(=O)NC2CCCC(C)C2C)cc1C (stereo not drawn)
→ 7	-20	0.0	-0.4
COc1cc(C(=O)N2CCC(C)CC2)cc(OC)c1OC
→ 8	7	0.6	0.3
O=C(CC1(O)C(=O)N(CCc2ccccc2)c2ccccc21)c1ccc(-c2ccccc2)cc1 (stereo not drawn)
→ -5	15	0.1	1.2
CCC(C)NC(=O)CSc1nc2ccsc2c(=O)n1Cc1ccc2c(c1)OCO2 (stereo not drawn)
→ 7	4	1.0	-1.4
O=C(COc1ccccc1[N+](=O)[O-])N/N=C/C(Br)=C/c1ccccc1
→ -10	-5	0.0	4.8
Cc1nc2ncnn2c(C)c1CCC(=O)Nc1ccccc1C(N)=O
→ -6	2	-0.2	3.1
CCOC(=O)c1ccc2[nH]c3c(c2c1)CCCCC3=O
→ -39	-10	0.0	-0.4

# Entries of single compounds, looked up by structure. Order of screens: TEAD-YAP inh | MITF primary | FBW7 act | GPR151 activ
# Profile of CCC(C)NC(=O)CSc1nc2ccsc2c(=O)n1Cc1ccc2c(c1)OCO2 (stereo not drawn) = 7 | 4 | 1.0 | -1.4
# Profile of Cn1cc(SCC(=O)N2CCCC2)c2ccccc21 = 0 | 4 | 0.1 | 0.7

# Next section:
# Values run as follows: TEAD-YAP inh	MITF primary	FBW7 act	GPR151 activ
Cc1ccc(N2C(=O)NC(=O)/C(=C\c3ccco3)C2=O)cc1C
→ 4	5	-0.2	0.6
CCOC(=O)c1c(/N=c2\oc3ccccc3cc2C(=O)Nc2ccccc2F)sc(C)c1C
→ -59	-12	-0.4	1.6
Cc1ccc2c(c1)c(=O)c1ccccc1n2CCCC(=O)NN1C(=O)c2ccccc2C1=O
→ -10	-1	0.1	-1.2
CCOC(=O)c1sc(=S)n(-c2ccccc2F)c1N
→ -9	16	0.1	-1.5
COc1ccccc1NC(=O)N1CCCC1C(=O)NCC1CCCO1 (stereo not drawn)
→ -4	-17	0.1	0.2
CC(=O)OCCCNC(=O)/C(=C/c1ccc(Cl)cc1)NC(=O)c1ccccc1
→ 1	12	0.0	1.6
COc1ccc(NC(=O)CSc2nc3ccccc3c(=O)n2CCCC(=O)NCCc2ccccc2)c(OC)c1
→ -5	6	-0.1	-0.4
O=C(Oc1ccc(Br)cc1C(=S)N1CCOCC1)c1ccc(Br)cc1
→ -1	1	-0.1	-0.3
CCCCC/C=C\C[C@@H](O)/C=C/C=C/C=C\[C@@H](O)CCCC(=O)NCCO
→ ·	-13	·	-2.2
COc1cc(/C=C(\C#N)c2nc3c(s2)CC(C)CC3)ccc1O (stereo not drawn)
→ -27	-2	-0.1	-0.7
N#Cc1sc2nc(-c3ccncc3)cc(C(F)(F)F)c2c1N
→ 1	7	1.5	-0.9
COC(=O)COc1cc(C)nc(SC)n1
→ -2	12	0.1	-0.5
O=C1CCC(C(=O)N(Cc2cccs2)C2(C(=O)NC3CCCCC3)CCCCC2)N1 (stereo not drawn)
→ -6	1	0.0	-0.6
CCOC(=O)CN(C#N)c1nc(C)cc(C)n1
→ 1	4	0.0	0.5
N#Cc1c(N)n(-c2cccc(S(N)(=O)=O)c2)c2nc3ccccc3nc12
→ -4	-2	-0.1	4.1
O=C(CCc1nnc(CCCc2ccccc2)o1)N1CCN(C2CCCCC2)CC1
→ -2	3	-0.1	-0.1
Cc1ccc2c(CC(=O)N3c4ccc(F)cc4CCC3C)cc(=O)oc2c1 (stereo not drawn)
→ 3	11	0.2	-0.6
COc1ccc(/C=C(\C#N)C(=O)Nc2cccc(S(=O)(=O)N3CCCCC3)c2)cc1
→ -1	18	0.3	6.1*
O=C(NCc1ccc(F)cc1)C1CC(c2cccc(Br)c2)=NO1 (stereo not drawn)
→ -9	5	0.1	1.7
C#Cc1cccc(C(=O)N2CCOc3ccc(CN4CCN(C(C)=O)CC4)cc3C2)c1
→ -20	5	0.0	-0.5

# (further entries)
# Values run as follows: TEAD-YAP inh	MITF primary	FBW7 act	GPR151 activ
C=CCc1cc(Cl)ccc1OCCCN1CCN(C)CC1
→ 7	79*	0.4	0.7
CC(=O)c1[nH]c(C)c(C(=O)NC2CCCCC2)c1C
→ 6	2	0.1	-0.4
c1csc(C2=NN3COc4ccccc4C3C2)c1 (stereo not drawn)
→ -15	0	-0.1	0.2
Cc1ccc(C(=O)N/N=C/c2cc3ccccc3cc2O)cc1
→ 6	7	-0.8	-0.4
O=C(NC1CCCCCCCCCCC1)c1ncn[nH]1
→ -12	-3	0.1	-0.8
CCC1CCCCN1C(=O)CN1C(=O)c2ccccc2C1=O (stereo not drawn)
→ -5	-9	-0.1	2.5
CC(=O)c1cccc(-c2nc(NCCc3ccc(O)cc3)c3ncn(-c4ccsc4)c3n2)c1
→ 82*	7	0.2	2.3
COC(=O)c1cc(S(=O)(=O)Nc2ccc(Cl)cc2)c[nH]1
→ -1	20	0.3	2.0
O=C(Nc1ccc(Br)cc1)C1C2C=CC3(O2)C1C(=O)N(CCc1ccccc1)C3C(=O)NC1CCCCC1 (stereo not drawn)
→ -8	-13	-0.1	-0.8
COc1cc(/C=C2\NC(=S)NC2=O)ccc1Oc1ccc([N+](=O)[O-])cn1
→ 10	20	0.9	1.5
CCOc1cc(Br)cc(/C=N\NC(=O)CNc2ccc(C)cc2)c1O
→ 3	-10	-0.2	0.5
O=C(Cc1n[nH]c(=O)c2ccccc12)N1CCCC1c1nc2ccccc2[nH]1 (stereo not drawn)
→ 1	1	0.2	1.1
CN(C)C(=O)c1cccc2c1NC(c1ccc(Br)cc1)C1CC=CC21 (stereo not drawn)
→ 5	15	0.1	-0.1
CCCCOC(=O)c1ccc(N2C(=O)C3CCCCC3C2=O)cc1 (stereo not drawn)
→ -3	3	0.4	-1.0
CCOCC(=O)Nc1ccc([N+](=O)[O-])cc1Cl
→ 0	-4	-0.2	-0.3
CCOC(=O)c1sc(NC(=O)/C=C/c2ccc3c(c2)OCO3)c(C(N)=O)c1C
→ 5	7	0.0	-0.9
COc1ccc(NC(=O)c2c(NCc3cc(OC)ccc3OC)sc3c2CCCC3)cc1
→ -1	20	0.5	-0.3
Cc1ccccc1C(=O)Oc1cccc2cccnc12
→ -8	-6	-0.1	-0.9
COc1ccc(C2=NN(C(=O)c3ccc(Br)o3)C(c3ccc(OC)cc3)C2)cc1 (stereo not drawn)
→ 3	-3	-0.1	0.2
CCOc1ccc(Br)cc1S(=O)(=O)N1CC(C)OC(C)C1 (stereo not drawn)
→ -6	-6	0.2	-2.0

# Next records
# Values run as follows: TEAD-YAP inh	MITF primary	FBW7 act	GPR151 activ
CC(C)[C@H](NS(=O)(=O)c1ccc(Br)cc1)C(=O)OCC(=O)C(C)(C)C
→ 7	10	0.6	-0.2
CCc1cccc2sc(N(Cc3ccccn3)C(=O)c3c(C)cnn3C)nc12
→ -9	-3	0.0	-0.1
CCCC1=NN2C(=N)/C(=C/c3ccc(OCc4cccc5ccccc45)c(OC)c3)C(=O)N=C2S1
→ 21	3	0.0	-0.7
Cc1ccc(-n2nc3c(c2NC(=O)c2cccc(Br)c2)CS(=O)(=O)C3)cc1
→ 6	-2	0.0	1.9
CCOC(=O)c1c(NC(=O)c2ccc([N+](=O)[O-])cc2)sc(C(=O)OC)c1C
→ 6	-2	0.0	5.3*
Cc1ccc(/C(O)=C2/C(=O)C(=O)N(Cc3cccnc3)C2c2ccc3c(c2)OCO3)cc1 (stereo not drawn)
→ 11	3	0.0	1.6
C=CCN(CC=C)C(=O)c1ccc(OC2CCN(S(=O)(=O)N(C)C)CC2)cc1
→ -23	4	0.1	1.7
COCCCNC(=O)CSc1nc2cc3c(cc2c(=O)n1CCC(=O)N1CCN(c2ccccc2)CC1)OCO3
→ -11	-13	0.0	-1.1
CCOC(=O)N/N=C\c1cn(C)c2ccccc12
→ -11	-2	0.1	2.2
COc1ccccc1-n1c(SC)nc2c(sc(=S)n2-c2ccccc2)c1=O
→ 1	2	-0.1	2.2
CCN(CC)C(=O)C1CCCN(c2ncnc3c2c(-c2ccccc2)cn3-c2ccc(OC)cc2)C1 (stereo not drawn)
→ -2	11	0.2	1.1
COc1cc(CNc2ccc3[nH]ncc3c2)cc(OC)c1
→ 10	-5	-0.1	2.8
CC(=O)Nc1ccc(N2C(=O)CSC2c2cccc([N+](=O)[O-])c2)cc1 (stereo not drawn)
→ 4	6	-0.1	-0.6
O=C(NCCCN1CCCC1=O)c1ccc(-n2nnc3ccccc3c2=O)cc1
→ 9	5	0.0	-1.6
O=C(NCCn1cc(SCc2ccc(Cl)cc2)c2ccccc21)c1ccc(F)cc1
→ 2	0	-0.1	1.5
Cc1ncn(-c2ccc(Nc3ncc4cccc(-c5ccc6scnc6c5)c4n3)cc2)n1
→ 4	-7	-0.2	1.2
CCc1ccccc1NC(=O)C(=O)NCc1ccco1
→ -11	4	0.1	0.5
COc1ccc(Cn2nnnc2C(c2cccc(C(F)(F)F)c2)N2CCOCC2)cc1 (stereo not drawn)
→ 0	0	-0.1	0.3
Cc1cc(NC2=CC(=O)CCC2)ccc1I
→ -5	2	0.1	-0.8
O=C(NNS(=O)(=O)c1ccc(F)cc1)c1cccnc1
→ 3	8	0.1	0.1

# Next compounds
# Values run as follows: TEAD-YAP inh	MITF primary	FBW7 act	GPR151 activ
FC(F)(F)c1ccc(/C=N/Nc2ccc(Cl)nn2)cc1
→ 1	1	0.0	2.0
COc1ccccc1OCCSc1nc2ccccc2n1CCC(=O)O
→ 1	-1	-0.1	-0.3
CCCn1c2ccccc2c2nnc(SC(CC)C(=O)Nc3cccc4ccccc34)nc21 (stereo not drawn)
→ -6	-18	-0.1	-1.4
Cc1cc(C(=O)NCc2ccc(N3CCN(C)CC3)cc2)no1
→ -2	4	0.3	0.1
CCOc1cc(CCNC(=O)C(c2ccccc2)c2ccccc2)ccc1OC
→ -7	22	0.2	0.5
CCCCNc1ncnc2c1[nH]c1ccc(C)cc12
→ 13	9	-0.1	-0.5
CC(C)c1ccc(CN[C@H]2C[C@H]3C(=O)N[C@@H](Cc4ccc(O)cc4)C(=O)N3C2)cc1
→ 1	16	0.9	0.3
NC(=O)c1nnn(Cc2ccccc2)c1N
→ 6	9	0.0	-0.3
CC(=O)N1CCc2cc(Br)cc(S(=O)(=O)NCc3ccc(Cl)cc3)c21
→ -2	-1	0.0	-2.3
C#CCN1C(=O)S/C(=C/c2cc(OC)c(OCC(=O)O)cc2Br)C1=O
→ 0	7	-0.2	-0.3
Cc1ccc(C)c(-n2c(CNC(=O)c3ccc(S(=O)(=O)N4CCOCC4)cc3)nnc2SCC(=O)N2CCCc3ccccc32)c1
→ 4	7	0.1	-1.1
CCOC(=O)c1ccc(NC(=O)/C=C\c2ccc(N(C)C)cc2)cc1
→ -6	6	0.1	0.1
O=C(O)C(c1ccccc1)N1CCCCC1 (stereo not drawn)
→ 2	12	0.0	-0.7
OC(CN1CCNCC1)Cn1ccc2ccccc21 (stereo not drawn)
→ -1	16	0.1	0.6
CC(C(=O)Nc1nc2ccc(S(N)(=O)=O)cc2s1)N1C(=O)c2ccccc2C1=O (stereo not drawn)
→ 5	15	-0.1	-0.8
Cc1ccc(OCCCC(=O)Nc2ccc(C(N)=O)cc2)c(C)c1
→ -7	4	0.1	-0.6
O=C(Nc1ccc(S(=O)(=O)N2CCOCC2)cc1)c1ccc2ccccc2n1
→ 8	9	0.1	-3.4

# Ordered by molar mass (smallest number first): some entries from above.
# Values run as follows: TEAD-YAP inh	MITF primary	FBW7 act	GPR151 activ
O=C(O)C(c1ccccc1)N1CCCCC1 (stereo not drawn)
→ 2	12	0.0	-0.7
OC(CN1CCNCC1)Cn1ccc2ccccc21 (stereo not drawn)
→ -1	16	0.1	0.6
Cc1cc(C(=O)NCc2ccc(N3CCN(C)CC3)cc2)no1
→ -2	4	0.3	0.1
CCOc1cc(CCNC(=O)C(c2ccccc2)c2ccccc2)ccc1OC
→ -7	22	0.2	0.5
Cc1ccc(C)c(-n2c(CNC(=O)c3ccc(S(=O)(=O)N4CCOCC4)cc3)nnc2SCC(=O)N2CCCc3ccccc32)c1
→ 4	7	0.1	-1.1

# Source: PubChem BioAssay
